Screens as filed in PubChem BioAssay.
XIAP displacement: small molecules displacing peptide from XIAP – biochemical, IAP family, fluorescence polarization (AID 1018); XIAP BIR domain, fluorescence polarization peptide displacement; higher % means a stronger effect; displacement, % at 20 µM, or IC50 in µM where a hit was titrated; 200,000 tested, 0.007% active; in the data active means displacement above about 50%; further: a part of the inactive calls stands beside numbers as strong as those of hits
AID2073: inhibitors of Mint1-CaV2.2 protein interaction, biochemical, HTRF (AID 2073); HTRF protein-protein interaction, Mint1-CaV2.2; higher % means a stronger effect; inhibition, % at 20 µM; hits with a dose series show IC50 in µM; 290,000 tested, 0.19% active; in the data active means inhibition mostly above about 51%, no sharp cut-off; inconclusive means no clear call, values can overlap the other calls; inactive means mostly below about 53%; further: some results filed as inactive read as strong as hits
HEK293 NOD2/NF-kB: NOD2 signaling inhibitors, cell-based, luminescence, uHTS, HEK293 (AID 1566); HEK293 NOD2/NF-kB luciferase reporter, luminescence; higher % means a stronger effect; one-dose inhibition, % at 4 µM; EC50 in µM for titrated hits; 290,000 tested, 0.63% active; further: many of its hits are not listed in these tables
Lipid droplet: modulators of hepatic lipid droplet formation; 240,000 tested, 0.4% active; AML12 mouse hepatocytes, oleate lipid droplets, BODIPY imaging; inhibition, % at 6.5 µM;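 active means lipid droplet intensity inhibited by at least 50%, with more than 500 cells counted; inconclusive means wells with under 300 cells, treated as cytotoxic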
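Assay system: AML12 hepatocytes (mouse); Probe or stimulus: oleic acid at 100 µM to induce lipid droplet formation; Dosing: compound at 6.5 µM only; Schedule: compound with oleate, overnight; Detection: fluorescence imaging, 20x objective, two fields per well; Measure: % inhibition of lipid droplet signal.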
ER stress rescue: protection against thapsigargin-triggered cell killing – 384-well, CSM14.1, ATP luminescence, primary screen (AID 1222); CSM14.1 thapsigargin-induced death rescue, ATP luminescence; higher % means a stronger effect; one-dose cellular ATP content (survival), % at 20 µM; EC50 in µM for titrated hits; 190,000 tested, under 10 active;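 active means EC50 below 50 µM in the dose-response confirmation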;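 further: death triggered by thapsigargin at about 15 µM added after 2 h compound pretreatment; cell ATP read after overnight thapsigargin exposure of roughly 18 to 22 hours; normalized against plate controls of thapsigargin alone and 5% DMSO vehicle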
LYP phosphatase: inhibitors of LYP phosphatase, biochemical, fluorescence intensity, uHTS (AID 1779); 290,000 tested, 0.054% active; inhibition, % at 11.5 µM; hits with a dose series show IC50 in µM; recombinant LYP phosphatase, fluorescence intensity; higher % means a stronger effect;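 further: plate controls were vehicle with enzyme for no effect and no enzyme for full effect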
P. falciparum M1AAP: P. falciparum M1AAP inhibitors, biochemical, fluorogenic H-Leu-NHMec substrate, 1536-well (AID 1445) | recombinant M1AAP, H-Leu-NHMec fluorogenic kinetic assay; higher % means a stronger effect | inhibition, % at 30 µM, or IC50 in µM where a hit was titrated | 220,000 tested, 0.42% active;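 active means primary inhibition above the hit cutoff, then over 50% inhibition at one or more dose response concentrations, cut at about 23% in these data, passing the limit was not always enough; inconclusive means conflicting primary data, or primary hits not chosen for dose response; inactive means low primary inhibition, or under 50% at every dose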;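 further: plate controls were DMSO full reaction for no effect and no enzyme background for full effect; strong numbers were not always called active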
Siah-1 displacement: blockers of Siah-1 interaction with plectin peptide – biochemical, fluorescence polarization, rhodamine-plectin, uHTS, primary screen (AID 1817); displacement, % at 20 µM, or IC50 in µM where a hit was titrated; 290,000 tested, 0.02% active; Siah-1 / rhodamine-plectin peptide fluorescence polarization; higher % means a stronger effect;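 active means displacement of at least 50% at 20 µM, with a fluorescence ratio check between 0.3 and a set limit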;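 further: plate controls were Siah plus tracer with DMSO for no effect and tracer alone without Siah for full effect; strong numbers were not always called active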
M17LAP inhibition: P. falciparum M17LAP inhibitors, primary screen, biochemical, fluorogenic H-Leu-NHMec substrate, 1536-well (AID 1619). recombinant M17LAP, H-Leu-NHMec fluorogenic kinetic assay; higher % means a stronger effect. inhibition, % at 30 µM, or IC50 in µM where a hit was titrated. 220,000 tested, 0.38% active;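 active means compound inhibiting the enzyme by more than half at any dose during confirmatory dose-response retesting; inconclusive means strong single-dose inhibitors picked by rank but not retested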;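 further: plate controls were full reaction with DMSO carrier for no effect and no enzyme background for full effect; strong numbers were not always called active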
Lipid droplet cells 6.5 µM: recorded beside Lipid droplet, whose call it bears; cell count; measured here: cell count, cytotoxicity flag;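 cells counted across two imaged fields per well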
Starred values were filed as active, the others as inactive; ? = inconclusive; . = not tested or not shown. Unless noted, no stated cut-off is given here; in the data, active means inhibition above about 50%; inactive means the rest. The list is partial, so the mix of outcomes need not match the whole.

Values run as follows: XIAP displacement, AID2073, HEK293 NOD2/NF-kB, Lipid droplet, Lipid droplet cells 6.5 µM, ER stress rescue, LYP phosphatase, P. falciparum M1AAP, Siah-1 displacement, M17LAP inhibition
CSc1ncccc1C(=O)OCc1ccccc1
    0.2%, -3%, -32%, ., ., 0.7%, -5%, 2%, 0%, 1%
COc1cccc(C2C([N+](=O)[O-])=C(N)Oc3cc(C)oc(=O)c32)c1 (stereo not drawn)
    ., -8%, 9%, -4, 702, ., -8%, -3%, 16%, -1%
COc1ccc(OCC(O)CNS(=O)(=O)c2cccs2)cc1 (stereo not drawn)
    ., -4%, 11%, 2, 794, ., -4%, ., 1%, .
Cc1c(C(=O)NCCN(C)C)oc2ccc(S(=O)(=O)N3CCCC3)cc12
    ., -6%, 15%, 2, 802, ., -8%, ., -1%, .
CNC(=O)C(=O)NCC(c1cccs1)S(=O)(=O)c1ccc(C)cc1 (stereo not drawn)
    ., 12%, -10%, 4, 782, ., -5%, ., -6%, .
COc1ccc(C(=O)CCS(=O)(=O)c2ccc(F)cc2)cc1OC
    ., 46%, 7%, 17, 705, ., -4%, ., 2%, .
Clc1cc2nc[nH]c2cc1Cl
    ., 1%, 23%, -1, 669, ., -6%, 6%, 2%, 17%
CC(C)c1nnc(NC(=O)C2CCCN2C(=O)Nc2ccccc2)s1 (stereo not drawn)
    ., 0%, 1%, -11, 799, ., -6%, ., -5%, .
COC(=O)c1ccc(NC(=O)c2cccc(C)c2)cc1
    ., 7%, -3%, -9, 803, ., -5%, ., 9%, .
Cc1cc(S(=O)(=O)Nc2c(C(=O)O)[nH]c3ccccc23)ccc1F
    -4.4%, 5%, 9%, ., ., -1.7%, -1%, 13%, 1%, 23%
Cc1ccc(CNc2ncnc(N)c2[N+](=O)[O-])cc1
    -5.3%, 0%, ., -2, 695, -0.1%, -4%, 7%, 2%, 4%
Cc1ccc2nc(-c3ccc4c(c3)OCCO4)cc(C(=O)O)c2c1
    -2.1%, 25%, -20%, -2, 560, -4.5%, -7%, 6%, -3%, 51%
Cc1sc2nc(CSC(C)C(=O)N3CCOCC3)[nH]c(=O)c2c1C (stereo not drawn)
    ., 12%, 7%, -2, 820, ., -7%, ., 3%, .
Cc1c(Cl)c(C(F)(F)F)nn1CC(=O)N1CCSCC1
    -4.3%, 11%, 15%, -9, 789, -1.0%, -4%, 20%, 3%, -4%
c1coc(C2Nc3cccc4cccc(c34)N2)c1
    11%, 88%, -18%, -21, 709, -0.2%, 18%, 7%, 72%, -3%
Cc1nc(NS(=O)(=O)c2ccccc2)sc1NC(=O)Nc1ccccc1
    -10%, -18%, 2%, -12, 653, 0.4%, -1%, 19%, -7%, 10%
Nc1nc(-c2ccc(Br)cc2)cc(C(F)(F)F)n1
    0.0%, 1%, 7%, 6, 776, 0.3%, -5%, 9%, 8%, 2%
CCOC(=O)/C(C#N)=C/c1c(Oc2cccc(C)c2)nc2ccccn2c1=O
    ., -1%, 7%, -2, 737, ., -3%, 7%, -2%, 2%
Cn1nc(C(=O)OCc2ccc(F)cc2)c2ccccc2c1=O
    -7.3%, -1%, 6%, 3, 648, 2.8%, -6%, 0%, -1%, 0%
COc1ccc2oc3cc(C)[n+]([O-])c(-c4ccc(Cl)cc4)c3c2c1
    -6.5%, 8%, 5%, 14, 594, -1.3%, -2%, 13%, 3%, 14%
CCCC1(C)Nc2ccccc2-c2nc3ccccc3n21 (stereo not drawn)
    1.4%, 20%, -96%, ., ., -0.7%, -20%, 16%, -4%, -118%
COC(=O)c1ccc(NC(=O)c2cccc(NC(=O)c3ccco3)c2)cc1
    ., 22%, 28%, 14, 775, ., -7%, ., 12%, .
Cc1nnc(NC(=O)c2ccccc2C(=O)O)s1
    -7.3%, 3%, -22%, -7, 793, 1.0%, -5%, 1%, -5%, -4%
OCCC1CN(Cc2nc3ccccc3s2)CCN1CCc1ccccc1 (stereo not drawn)
    -7.2%, -11%, -7%, 0, 747, 0.1%, -5%, 7%, 0%, 6%
CCCCNC(=O)c1onc(CSc2ccccc2C)c1C(=O)O
    -4.1%, 1%, -2%, ., ., -1.7%, 4%, -5%, 3%, 18%
CCCN(CCC)S(=O)(=O)c1ccc(C(=O)Nc2cccnc2)cc1
    ., 11%, 20%, ., ., ., -6%, ., 2%, .
C/C=C/c1ccc(OCC(O)CN2CCCCCCC2)c(OC)c1 (stereo not drawn)
    -8.7%, 3%, -10%, -42, 704, -1.0%, -6%, 0%, -4%, 5%
O=C(OCc1nc2ccccc2s1)c1ccc([N+](=O)[O-])o1
    ., -3%, -2%, 2, 740, ., -10%, ., -1%, .
Cc1cc(Cl)ccc1N(CC(=O)N=Nc1c(O)[nH]c2ccccc12)S(C)(=O)=O
    -2.9%, -4%, -3%, 8, 723, 4.2%, 1%, -1%, 0%, 5%
CCN(CCCNC(=O)CN(C)S(=O)(=O)c1ccc2c(c1)CCC(=O)N2)c1cccc(C)c1
    -19%, -5%, -7%, ., ., -1.0%, 5%, 9%, 4%, 1%
COC(=O)CCc1n[nH]c(=O)[nH]c1=O
    -2.5%, 6%, 1%, 4, 672, 0.7%, 0%, 4%, -5%, -2%
Cc1cc2nc(C)n(CCCNC(=O)Nc3ccc(F)cc3)c2cc1C
    -24%, -3%, 13%, 9, 782, -1.5%, -6%, -7%, 4%, -10%
CCOc1ccc(CCNC(=O)CN2C(=O)c3cccnc3Oc3ccc(C)cc32)cc1OCC
    ., -1%, 13%, 92*, 869*, ., -8%, ., 4%, .
CC(=C/c1ccc(C(C)C)cc1)/C=N/NC(=O)Cn1nnnc1N
    ., ?, 18%, 11, 698, ., 0%, 5%, -1%, -3%
CCOc1cc(NC(=O)c2cccs2)c(OCC)cc1NC(=O)CCC(=O)NCCN1CCOCC1
    -1.7%, -1%, -1%, 0, 683, 1.1%, -1%, 4%, -4%, -4%
O=C(c1ccc(=O)[nH]c1)N1CCN(S(=O)(=O)c2ccccc2)CC1
    ., 9%, -5%, 2, 841, ., -2%, ., 2%, .
CCOC(=O)CN1C(=O)C2(OCCCO2)c2ccccc21
    -5.0%, -5%, -2%, 0, 703, -3.3%, -4%, -8%, 4%, -9%
COC(=O)c1cccc(NC(=S)NCc2ccco2)c1
    -4.4%, 4%, -22%, 5, 645, -1.4%, -4%, 7%, -4%, -6%
Cc1cc(NC(=O)CSc2nnc(CNC(=O)c3ccc(C(C)(C)C)cc3)o2)no1
    ., 15%, 0%, 6, 805, ., -9%, ., 1%, .
CN(C)c1ccc(C(CNC(=O)Cc2cccc3ccccc23)N(C)C)cc1 (stereo not drawn)
    ., -1%, -3%, 17, 745, ., 0%, ., 2%, .
CCCNC(=O)C(=O)NCC(c1ccc2c(c1)OCO2)N1CCN(c2ccc(F)cc2)CC1 (stereo not drawn)
    ., 13%, 7%, 2, 795, ., -6%, ., -8%, .
Brc1ccc(-c2nnc(-c3cccc(Br)c3)o2)cc1
    -5.1%, -5%, -64%, ., ., -0.4%, 0%, 1%, -5%, -4%
Cc1ccc(-n2c(-c3cccnc3)n[nH]c2=S)c(C)c1
    -6.7%, 2%, 9%, 12, 823, 3.7%, -6%, -2%, 1%, -8%
CCOc1ccc(N2CC(C(=O)Nc3ccc4c(c3)OCCO4)CC2=O)cc1 (stereo not drawn)
    ., -6%, -22%, 0, 803, ., -2%, ., -6%, .
CCOc1cccc(NCc2cc3c(C(C)(C)C)nn(-c4ccccc4)c3[nH]c2=O)c1
    -1.0%, 4%, 8%, 18, 762, -2.5%, 14%, 0%, 0%, -9%
COc1cccc(Nc2nc(-c3sc(NC(=O)c4ccco4)nc3C)cs2)c1
    -5.7%, 9%, 10%, ., ., 3.3%, -2%, 17%, -7%, 2%
CCCc1c(O)nc(SCCN(CCC)CCC)[nH]c1=O
    0.4%, -1%, -12%, ., ., -1.3%, -38%, -2%, 0%, 1%
COc1cc(OC)c(NC(=O)CS(=O)(=O)Cc2nc(-c3ccc(C)cc3)oc2C)cc1Cl
    -5.6%, -6%, -13%, ., ., 0.2%, -4%, -1%, -7%, -7%
CC1CCN(S(=O)(=O)c2ccc(C(=O)Nc3sccc3C(N)=O)cc2)CC1
    -6.8%, 16%, 2%, -8, 558, -1.2%, 8%, 10%, 1%, 3%
O=c1[nH]c2cccnc2n1-c1cccc([N+](=O)[O-])c1
    ., 1%, 26%, -27, 700, ., -5%, 2%, -4%, -3%
O=C(CO/N=C/c1c(Cl)cccc1Cl)NNC(=O)c1ccc(Cl)cc1
    ., 7%, 16%, 13, 679, ., -3%, -1%, 12%, 14%
CC(Nc1nc(C(F)(F)F)nc2ccccc12)c1cccs1 (stereo not drawn)
    ., 8%, 3%, -12, 808, ., 2%, ., 5%, .
COc1ccccc1N1CCN(/N=C/c2cc(OC)c(OC)c(OC)c2)CC1
    -3.5%, -10%, -22%, -6, 721, -1.8%, -5%, 2%, 0%, -1%
O=C(NCSC1=NCCS1)c1ccccc1
    -1.5%, 0%, -1%, 5, 728, -2.7%, -9%, -5%, 1%, 4%
CC(NC(=O)c1ccc(Br)o1)C1CCCO1 (stereo not drawn)
    ., -2%, -6%, ., ., ., 2%, ., 0%, .
Cc1cccc(N2CCN(C(=O)c3csc4ccccc34)CC2C)c1 (stereo not drawn)
    -8.0%, -6%, -10%, 15, 678, -1.7%, -2%, -1%, -5%, -12%
CSc1nc2ccc(Cl)cc2[nH]1
    -4.0%, 11%, 14%, -11, 719, 1.6%, -5%, 7%, -2%, -8%
CSc1cccc(NC(=S)N2CCCN(Cc3cccc(Cl)c3)C2)c1
    -8.5%, -13%, 7%, -14, 725, -1.7%, -8%, 47%, -7%, 2%
CC(C)(C)c1ccc(NC(=S)NCc2cccnc2)cc1
    ., 6%, -10%, -9, 675, ., 0%, 7%, 0%, 18%
Cc1nc(N)c(C#N)c(-c2ccccc2)c1C
    -2.1%, 0%, 23%, ., ., -0.3%, -6%, 7%, 0%, 12%
C=CCNCCCOc1ccc(Cl)cc1C(C)(C)C
    0.2%, -4%, 11%, 5, 653, -2.1%, -5%, 0%, 2%, -4%
O=C(CSc1nc2c(cnn2-c2ccc(F)cc2)c(=O)[nH]1)Nc1nccs1
    -4.5%, 1%, 0%, ., ., -1.8%, 1%, 1%, 22%, -7%

Some entries already given, limited to Lipid droplet.
Compound	Lipid droplet
O=C(CO/N=C/c1c(Cl)cccc1Cl)NNC(=O)c1ccc(Cl)cc1	13
CC(=C/c1ccc(C(C)C)cc1)/C=N/NC(=O)Cn1nnnc1N	11
